Screens deposited in PubChem by National Center for Advancing Translational Sciences (NCATS).
aGal spleen mod: inhibits or activates alpha-galactosidase in human spleen homogenate. Potency, µM (doses to about 80 µM), for inactives: at the top dose activity change, negative = inhibition, usual class: inhibitors. human spleen homogenate, 4MU-alpha-Gal fluorescence, 40 min. AID 2107. P06280. actives 0.008% (n = 240,000);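 also: 0% = enzyme with vehicle and -100% = no enzyme basal signal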
Target sequence (P06280 32-429 limits assumed): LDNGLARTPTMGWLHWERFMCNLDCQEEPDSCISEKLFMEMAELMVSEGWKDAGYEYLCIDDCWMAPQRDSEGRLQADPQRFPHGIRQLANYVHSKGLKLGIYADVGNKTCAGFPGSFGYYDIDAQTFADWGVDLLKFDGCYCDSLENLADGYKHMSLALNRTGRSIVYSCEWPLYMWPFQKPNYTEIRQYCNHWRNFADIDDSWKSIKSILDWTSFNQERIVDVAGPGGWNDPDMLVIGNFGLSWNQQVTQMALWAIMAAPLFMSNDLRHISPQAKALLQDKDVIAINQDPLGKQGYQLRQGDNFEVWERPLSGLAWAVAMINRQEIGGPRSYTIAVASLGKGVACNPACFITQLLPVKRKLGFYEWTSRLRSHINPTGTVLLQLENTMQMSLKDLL
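Inhibition or activation of alpha-galactosidase in human spleen homogenate is scored by 4-MU fluorescence after 40 min at 37C, pH 5.0, with 1 mM substrate. AC50s come from concentration-response fitted to the Hill equation.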
Tau FP inhib: tau fibrillization inhibition (FP). P10636. K18 P301L tau heparin fibrillization, Alexa594 FP, 6 h. Potency, µM (highest dose often 57.7 µM), for the others: top-dose activity, negative = inhibition, most hits filed as inhibitors. actives 0.39% (n = 280,000); also: % is scaled to controls: 0 for no effect and ±100 for the full control effect; nearly all actives have a fitted effect of over 55% in size
Target sequence (P10636 561-689 P618L limits assumed): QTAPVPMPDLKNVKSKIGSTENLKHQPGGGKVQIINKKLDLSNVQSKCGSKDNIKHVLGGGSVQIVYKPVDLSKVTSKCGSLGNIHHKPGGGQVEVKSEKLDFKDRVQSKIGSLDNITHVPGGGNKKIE
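Quantitative HTS format: compounds meet 15 uM recombinant K18 P301L tau and Alexa 594-tau tracer in 100 mM sodium acetate pH 7; 20 uM heparin triggers fibrillization at 37 C over 6 hr; FP gives the signal.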
Tau fibril ThT: inhibitors of human tau fibril formation, thioflavin T binding. recombinant tau K18 P301L, heparin-induced fibrillization, ThT fluorescence. P10636. actives 2.1% (n = 270,000). Potency, µM (titrated, usually from 57.4 µM), for inactives: at the highest dose activity, negative = inhibition, hits mostly inhibitors; also: % is scaled to controls: 0 for no effect and ±100 for the full control effect; nearly all actives have a fitted effect of over 55% in size
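Tau K18 P301L fragment (15 uM unlabeled plus 0.24 uM Alexa 594-labeled) in 100 mM sodium acetate pH 7 with compound, fibrillization induced by 20 uM heparin for 6 hr at 37 C. Thioflavin T (30 uM) added, fluorescence read after 1 hr (ex 450, em 510 nm).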
GAA spleen mod: inhibitors or activators of human alpha-glucosidase in spleen homogenate; P10253; human spleen homogenate, 4-MU-alpha-glucoside fluorescence; Potency, µM (doses to about 79.9 µM), without a hit: at the highest dose activity change, negative = inhibition, most hits filed as inhibitors; actives 0.006% (n = 240,000); AID 2112;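 also: 0% = enzyme with vehicle and -100% = no enzyme basal signal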
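Human spleen homogenate (1 ug) with 4-methylumbelliferyl-alpha-D-glucopyranoside (1 mM final) in 50 mM citrate/phosphate pH 5.0, 0.01% Tween-20; 40 min at 37 C. Stopped at pH 10; 4-MU fluorescence Ex 365/Em 440 nm; AC50 by Hill fit.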
GAA glycogen mod: GAA glycogen-cleavage inhibition or activation. P10253. recombinant GAA, glycogen substrate, Amplex Red glucose oxidase fluorescence. Potency, µM (doses to about 76.4 µM), for inactives: at the top dose activity change, negative = inhibition, actives largely listed as inhibitors. actives 0.38% (n = 300,000). AID 2100;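 also: 0% = full enzyme reaction and -100% = no-enzyme basal signal; the screen sought inhibitors and activators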
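Recombinant human enzyme (4 nM); glycogen substrate; 37 C, 40 min, pH 5.0. Readout: coupled glucose oxidase/Amplex Red fluorescence.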
HTT ATP protect: cytoprotection in Huntington HTT-Q103 PC12 cell model | PC12 HTT-Q103 induced, cytoprotection, ATP luminescence, 40 h | Potency, µM (titrated, usually from 56.4 µM), inactives show cytoprotection (ATP increase), usual class: activators | actives 0.14% (n = 230,000) | AID 1471;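 also: % of control where 0% means no effect; nearly all actives have a fitted effect of over 45% in size; toxic huntingtin expression switched on by the ecdysone agonist tebufenozide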
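Compounds added alongside 100 nM tebufenozide, which induces toxic Q103 huntingtin exon 1-GFP in stable PC12 cells; surviving cells quantified by luminescent ATP measurement. Medium: phenol red-free DMEM, 5% equine and 5% calf serum.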
Tau fluor cs: counter-screen for tau fibril formation inhibitors; AID 1463; actives 0.93% (n = 280,000); tau K18 P301L (four-repeat tau fragment) Alexa594 fluorescence, heparin fibrillization; Potency, µM (highest dose often 57.7 µM), for the others: top-dose activity change, negative = decrease; also: % is scaled to controls: 0 for no effect and ±100 for the full control effect; nearly all actives have a fitted effect of over 55% in size
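Human K18 P301L tau (15 uM unlabeled plus 0.24 uM Alexa 594-labeled, final) in 100 mM sodium acetate pH 7 was mixed with compound and 20 uM heparin and incubated 6 hr at 37 C.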
GAA inh: blocks human lysosomal alpha-glucosidase. P10253. purified human GAA, 4-MU-alpha-glucoside fluorescence. Potency, µM (top dose mostly 76.9 µM), inactives show top-dose activity change, negative = inhibition, usual class: inhibitors. actives 0.005% (n = 200,000). AID 1466;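 also: plate controls were uninhibited enzyme wells for no effect and no-enzyme background for full effect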
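Enzyme (4 nM final) mixed with compound (up to 77 uM), then 4-MU-alpha-D-pyranoside (400 uM final) added; 20 min at room temperature, pH 5.0. Reaction stopped at pH 10, fluorescence read, AC50 derived by Hill fit.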
* hit, by the source's call; ? = inconclusive; nt = not tested or not shown; [ ] = remark or other dose. Calls follow the shape of the dose curve; as a rule, active = well fitted curve in the direction sought with a large enough effect; inconclusive = small, poorly fitted or top-dose-only effect, or another doubt; inactive = no such curve, though single readings can be large; an effect the other way counts as inactive or inconclusive. Potency is read from the fitted curve at half-maximal effect.

SMILES | aGal spleen mod | Tau FP inhib | Tau fibril ThT | GAA spleen mod | GAA glycogen mod | HTT ATP protect | Tau fluor cs | GAA inh
O=c1cc(CSc2ccc(Cl)cc2)nc(-c2ccccc2)[nH]1 | 7% | -7% | 3% | 2% | 5% | 22%[10 µM] | -4% | 4%
O=C(COC(=O)c1cccnc1Cl)Nc1ccccc1OC(F)F | 0% | -4% | 0% | -9% | 10% | -2%[10 µM] | -3% | -3%
O=C(N1CCOCC1)N1CCN(S(=O)(=O)N2CCOCC2)CC1 | 2% | -6% | -5% | -5% | -1% | 9% | -4% | -7%
CC(C)CN(C(=O)CN1CCN(c2ccccc2O)CC1)c1c(N)n(CC(C)C)c(=O)[nH]c1=O | -4% | -5% | -7% | -1% | 7% | -44%[0.074 µM] | 5% | -1%
COc1ccc2c(C(=O)CN3CC(C)OC(C)C3)c[nH]c2c1 (configuration not stated) | -1% | 9% | -9% | -2% | 7% | -9% | -5% | 3%
Cc1c(SCCO)c(=O)[nH]c2cc3c(cc12)OCO3 | ? | 3% | 3% | 2% | 4% | 0% | -1% | ?
COc1ccc(C(CNC(=O)c2oc3ccc(C)cc3c2C)N2CCOCC2)cc1 (configuration not stated) | nt | 11% | -17% | nt | 1%[76.3 µM] | nt | -10% | nt
CCOC(=O)Cc1ncccc1C(=O)Nc1ccc(OC(F)(F)F)cc1 | -2% | 11% | ? | -3% | -5% | -11%[10 µM] | -10% | -17%
C[C@H]1C[C@]2(O[C@@H]2C)C(=O)O[C@@H]2CCN(C)C/C=C(/COC(=O)[C@]1(C)O)C2=O | 4% | -10% | -2% | 3% | nt | -21%[1.9 µM] | -14% | nt
CCN(CC)c1cc(C)c2cc(NC(=O)c3ccccc3Cl)ccc2n1 | nt | 15% | ? | nt | -10%[76.3 µM] | nt | ? | nt
Cc1cc(NC(=O)CSc2nc3ccsc3c(=O)n2CCCC(=O)NCCc2ccccc2)no1 | -5% | 10% | -1% | -22% | -2% | -1% | 2% | -3%
C=CCn1c(=N)n(CC(=O)c2cccc([N+](=O)[O-])c2)c2ccccc21 | 3% | -11% | ? | 2% | 11% | 8%[10 µM] | -17% | ?
COC(=O)[C@@H]1CC[C@H](C)[C@@H](c2ccc(C)cc2)N1C(=O)c1ccc(/C=N\O[C@@H](C)CN2CCCCc3nc(C)c(C)cc32)cc1 | -6%[17.5 µM] | -3%[11.6 µM] | -5%[11.5 µM] | 0%[17.4 µM] | nt | 12%[10 µM] | -4%[11.6 µM] | nt
Cn1cc(CN2CCCC(CO)(Cc3cccc(Cl)c3)C2)cn1 (configuration not stated) | -11% | 5% | -3% | -12% | -4% | -13% | 2% | -8%
CCOc1nc(OCC)c2cnn(C)c2n1 | -2% | 2% | -1% | -3% | -6% | -4%[10 µM] | -2% | nt
COCCNC(=O)c1cc(-c2cccnc2)nc2ccc(Br)cc12 | -3% | 0% | -15% | -3% | 9% | -20%[10 µM] | -16% | 0%
COC(=O)CNC(c1ccccc1)c1cc(Br)ccc1N (configuration not stated) | -4% | 4% | 0% | 3% | 2% | 1%[10 µM] | -19% | nt
COC(=O)c1ccccc1N1CCS(=O)(=O)CC1 | 2% | 5% | 2% | -2% | 8% | 20%[10 µM] | 5% | 7%
N#Cc1ccsc1NC(=O)CN1CCN(S(=O)(=O)c2ccc3ccccc3c2)CC1 | -11% | 20% | 0% | -10% | -7% | nt | -25% | ?
Cc1cc(CNC(=O)COc2ccc(F)cc2Cl)cc(C)c1O | 9% | 0% | 2% | -12% | -26% | -20% | -9% | 13%

As a working copy, two of the compounds above.
SMILES | aGal spleen mod | Tau FP inhib | Tau fibril ThT | GAA spleen mod | GAA glycogen mod | HTT ATP protect | Tau fluor cs | GAA inh
N#Cc1ccsc1NC(=O)CN1CCN(S(=O)(=O)c2ccc3ccccc3c2)CC1 | -11% | 20% | 0% | -10% | -7% | nt | -25% | ?
Cc1cc(CNC(=O)COc2ccc(F)cc2Cl)cc(C)c1O | 9% | 0% | 2% | -12% | -26% | -20% | -9% | 13%

(cont.)
SMILES | aGal spleen mod | Tau FP inhib | Tau fibril ThT | GAA spleen mod | GAA glycogen mod | HTT ATP protect | Tau fluor cs | GAA inh
Cc1ccccc1NC(=O)Nc1ccccc1Br | -8% | -2% | 0% | 1% | 3% | -4% | -1% | -7%
CC(C)OCCCNC(=O)NC12CC3CC(CC(C3)C1)C2 | -2% | 2% | -8% | -8% | 5% | 19%[10 µM] | -10% | -3%
CC(=O)NC(Cc1cccc(F)c1)C(=O)NC1CCN(c2nnnn2-c2ccccc2)CC1 (configuration not stated) | -5% | -3% | -1% | -4% | 17% | 23%[10 µM] | -7% | 8%
COc1cccc(-c2nc(S(=O)(=O)c3ccccc3)c(NCc3ccccc3)o2)c1 | nt | -11% | -3% | nt | 16%[76.3 µM] | nt | ? | nt
CN(C)C(=S)Nc1cccc(-c2n[nH]c(=S)o2)c1 | 13% | -10% | -6% | 8% | -14% | -9% | -5% | 5%
CCC(C)N(CCNC(=O)CC1Oc2ccc(C)cc2NC1=O)C1CCCCC1 (configuration not stated) | -15% | 5% | -2% | -7% | 4% | 8% | -6% | -10%
Cn1cc(CN2CCN(CCO)CC2)c(-c2ccc(Oc3ccccc3)cc2)n1 | 3% | -7% | -7% | -6% | -7% | -35% | -5% | -9%[15.4 µM]
COC(=O)C1CCN(C(=O)c2cc(=O)[nH]c3ccccc23)CC1 | ? | -2% | 7% | 0% | -11% | -11% | 12% | 0%
Cc1ccc(-n2c(N)c(C(=O)Nc3c(C)n(C)n(-c4ccccc4)c3=O)c3nc4ccccc4nc32)cc1C | -3% | 10% | ? | -5% | 8% | 12%[10 µM] | -11% | -2%
CCOc1ccc(CCNc2ncnc3onc(-c4ccc(Cl)cc4)c23)cc1OCC | nt | -3% | -7% | nt | -4%[76.3 µM] | nt | -26% | nt
CCOC(=O)/C=C/C(=O)N1CCc2ccccc21 | -11% | -2% | -7% | -5% | 10% | 16% | 1% | -5%
COCCn1nnnc1C(c1ccc(OC)c(OC)c1)N1CCc2ccccc21 (configuration not stated) | 7% | 11% | -15% | -1% | ? | 4% | -12% | -5%
COc1cc(Nc2nnc(C)s2)c(Cl)cc1Cl | 3% | -1% | -15% | -2% | -6% | -9% | -14% | -1%
O=C(NCCCn1ccnc1)C(=O)NCC1OCCN1S(=O)(=O)c1ccc(Cl)cc1 (configuration not stated) | 0% | 3% | -2% | -2% | 4% | nt | -3% | 8%
Cc1ccc(O)c(NC(=O)CCS(=O)(=O)c2nc(-c3cccs3)cc(C(F)(F)F)n2)c1 | nt | 8% | ? | nt | ? | nt | ? | nt
COc1ccc2[nH]c(=O)c(CN(C(=O)c3ccccn3)c3ccccc3)cc2c1 | 12% | 3% | -5% | 4% | -6% | -7%[0.074 µM] | -1% | 5%
O=C(O)CCC(=O)N1CCc2cc(S(=O)(=O)N3CCC(Cc4ccccc4)CC3)ccc21 | 2% | -1% | -5% | -11% | 8% | -4% | -4% | ?
COc1ccc(OC2C(=O)N(Cc3ccc(F)cc3)C2c2cc(OC)c(OC)c(OC)c2)cc1 (configuration not stated) | 6% | 3% | 6% | 2% | 8% | -13%[10 µM] | 1% | 6%
Cc1cc(C(=O)COC(=O)CNC(=O)c2ccc(Cl)c(Cl)c2)c(C)n1Cc1ccco1 | 3% | -5% | 6% | 0% | -13% | 4%[1.9 µM] | -5% | -21%
CCCCOC(=O)CCCN1C(=O)/C(=C2\SC(=S)N(CCCC(=O)OCCCC)C2=O)SC1=S | -1% | 0% | ? | -2% | -1% | -9%[10 µM] | -17% | nt
Cc1ccsc1/C=N\NC(=O)c1cc(C(C)(C)C)[nH]n1 | -7% | 3% | 11% | -5% | -2% | -10% | 5% | ?
CCOC(=O)CSc1nnc(CNC(=O)c2cc(OC)c(OC)c(OC)c2)n1C | -10% | -9% | ? | 0% | 7% | -18% | -28% | 4%
CCOC(=O)N1CCN(C(c2cccc(OC)c2)c2sc3nc(C)nn3c2O)CC1 (configuration not stated) | -14% | -1% | -9% | -13% | -1% | -20% | 1% | 3%
Cc1cccc(C)c1NC(=S)N(CCCN1CCN(C)CC1)Cc1cccs1 | -2% | 10% | -7% | -8% | 2% | -16% | -2% | 1%
Cc1ccc(NC(=O)CSc2nc(CSc3ccc(C)cc3)cc(=O)[nH]2)cc1 | 5% | -1% | -2% | 11% | 11% | 2%[10 µM] | -6% | ?
Cc1ccsc1/C=C/c1ccc2cccc(O)c2n1 | -3% | 3% | ? | -8% | -2% | -50%[inhibitor] | ? | -4%
CCOc1ccc(-n2c(SCc3ccc([N+](=O)[O-])cc3)nnc2-c2ccc(OC)cc2)cc1 | 0% | 7% | -17% | -9% | -6% | 1%[10 µM] | -18% | -10%
O=C1CN(C(=O)c2cc3ccccc3oc2=O)C(c2ccccc2)c2cc(F)ccc2N1 (configuration not stated) | 6% | 7% | -1% | 1% | -2% | nt | -8% | -3%
CCCCNC(=O)c1nn(-c2ccc(C)cc2)c(=O)c2c1c1ccccc1n2C | nt | -5% | 0% | nt | 15%[76.3 µM] | nt | -4% | nt
CC(=O)/C(=N\Nc1ccccc1)Sc1nnc(-c2ccccc2)n1-c1ccccc1 | 6% | -8% | 0% | -5% | 0% | 6%[10 µM] | -12% | -1%

Pulled one by one from the list above:
SMILES | aGal spleen mod | Tau FP inhib | Tau fibril ThT | GAA spleen mod | GAA glycogen mod | HTT ATP protect | Tau fluor cs | GAA inh
CCOc1ccc(-n2c(SCc3ccc([N+](=O)[O-])cc3)nnc2-c2ccc(OC)cc2)cc1 | 0% | 7% | -17% | -9% | -6% | 1%[10 µM] | -18% | -10%
Cc1ccsc1/C=N\NC(=O)c1cc(C(C)(C)C)[nH]n1 | -7% | 3% | 11% | -5% | -2% | -10% | 5% | ?
Cc1ccc(NC(=O)CSc2nc(CSc3ccc(C)cc3)cc(=O)[nH]2)cc1 | 5% | -1% | -2% | 11% | 11% | 2%[10 µM] | -6% | ?
Cc1ccsc1/C=C/c1ccc2cccc(O)c2n1 | -3% | 3% | ? | -8% | -2% | -50%[inhibitor] | ? | -4%
